Compound activity (PubChem BioAssay)
IMPase Li cell: qHTS Assay for Identifying the Cell-Membrane Permeable IMPase Inhibitors: Potentiation with Lithium. 210,000 compounds, 0.35% hits. AID 1457, 2008. Potency, µM (top dose mostly 59.4 µM), inactives show at the top dose activity, negative = IMPase inhibition, hits mostly inhibitors. CHO-M1 cells, IP1 TR-FRET (IP-One), carbachol + lithium;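 further: IP1 builds up when IMPase is blocked and the TR-FRET signal falls; potency means the concentration at half of the fitted maximal effect; plate controls were basal vehicle for no effect and high inhibitor control for full effect; nearly all actives have a fitted effect of over 50% in size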
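CHO cells stably expressing M1 receptor (2000/well) were cultured 16–30 h, then exposed to compounds with a small lithium addition for 30 min at 37C. IP1 was measured by TR-FRET competition; AC50 from Hill fits.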
NPSR antag: qHTS Assay for Antagonists of the Neuropeptide S Receptor: cAMP Signal Transduction; 220,000 compounds, 1% hits; CHO-NPSR cells, cAMP TR-FRET, antagonist mode; Potency, µM (top dose mostly 38.3 µM), inactives show at the highest dose activity change, negative = inhibition, actives largely listed as inhibitors; AID 1461, 2008; Q6W5P4; further: potency means the concentration at half of the fitted maximal effect; on the % scale 0 is the no-effect control and ±100 the full control effect; nearly all actives have a fitted effect of over 50% in size; many of its hits are not listed in these tables
Target sequence (Q6W5P4 whole entry, looked up): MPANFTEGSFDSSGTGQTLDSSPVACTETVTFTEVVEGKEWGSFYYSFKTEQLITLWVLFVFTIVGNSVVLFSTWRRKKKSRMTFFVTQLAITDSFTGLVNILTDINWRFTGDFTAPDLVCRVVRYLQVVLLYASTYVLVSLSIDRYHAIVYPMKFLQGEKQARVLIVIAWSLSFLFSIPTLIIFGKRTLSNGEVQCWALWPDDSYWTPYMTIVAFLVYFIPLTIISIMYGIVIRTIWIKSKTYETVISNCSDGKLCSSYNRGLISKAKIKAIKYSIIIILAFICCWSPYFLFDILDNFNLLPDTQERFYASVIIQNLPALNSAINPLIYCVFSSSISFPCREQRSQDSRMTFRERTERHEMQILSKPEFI
Epigenetic reg: Quantitative High-Throughput Screen for Regulators of Epigenetic Control; murine LDR cells, GFP reporter derepression, 30 h; AID 1865, 2009; 280,000 compounds, 0.2% hits; Potency, µM (series often up to 53.9 µM), inactives show top-dose GFP activation, actives largely listed as activators; further: potency means the concentration at half of the fitted maximal effect; % of control where 0% means no effect; nearly all actives have a fitted effect of over 60% in size
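Murine LDR cells carrying a silenced, genomically integrated CMV-driven GFP reporter were exposed to compound for 30 hours at 37 C. After PBS washes, GFP-positive cells (20–120 um objects) were counted by laser-scanning microplate cytometry.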
LMNA splice mod: qHTS Assay for Modulators of Lamin A Splicing. HeLa LMNA splicing GFP/RFP minigene ratio, 48 h. 200,000 compounds, 0.01% hits. Potency, µM (top dose mostly 46.1 µM), inactives show at the top dose ratio change, negative = inhibition, usual class: inhibitors; active means well fitted inhibition curve with a large enough effect in the signal ratio, with a control signal flat, not every such curve was filed as active; inconclusive means small, poorly fitted or top-dose-only effect, or effect the other way, or a change in a side signal; the % refers to the signal ratio; further: potency means the concentration at half of the fitted maximal effect; on the % scale 0 is the no-effect control and ±100 the full control effect
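S3 HeLa stable clones carrying a lamin A-EGFP splicing minigene plus DsRed2 were seeded at 600 cells/well in Opti-MEM with 2% FBS, pin-dosed and incubated 48 h at 37°C. Acumen cytometry (488 nm) gave the GFP/RFP total-intensity ratio.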
CBFb RUNX1 block: qHTS Assay for Compounds Blocking the Interaction Between CBF-beta and RUNX1 for the Treatment of Acute Myeloid Leukemia | AID 1477, 2009 | Runt-related transcription factor 1 (Homo sapiens) + Core-binding factor subunit beta … | Potency, µM (highest dose often 59.8 µM), inactives show at the highest dose activity, negative = inhibition, actives largely listed as inhibitors | AlphaScreen CBFb-His/RUNX1-biotin binding, biochemical | 230,000 tested, under 10 active; further: % of control where 0% means no effect
Target sequence (Q01196 whole entry, looked up): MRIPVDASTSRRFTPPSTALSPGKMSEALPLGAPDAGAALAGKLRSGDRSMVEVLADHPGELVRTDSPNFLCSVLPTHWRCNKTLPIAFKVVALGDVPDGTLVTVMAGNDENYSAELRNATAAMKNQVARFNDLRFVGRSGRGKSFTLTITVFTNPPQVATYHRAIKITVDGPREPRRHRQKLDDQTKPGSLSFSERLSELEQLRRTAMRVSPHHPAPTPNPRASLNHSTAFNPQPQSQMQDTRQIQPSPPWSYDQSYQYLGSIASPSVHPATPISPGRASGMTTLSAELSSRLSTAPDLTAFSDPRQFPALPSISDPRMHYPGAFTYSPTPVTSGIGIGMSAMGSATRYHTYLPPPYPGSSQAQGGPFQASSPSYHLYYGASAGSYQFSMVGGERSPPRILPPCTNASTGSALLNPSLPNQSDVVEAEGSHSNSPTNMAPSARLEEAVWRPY
Target sequence (Q13951 whole entry, looked up): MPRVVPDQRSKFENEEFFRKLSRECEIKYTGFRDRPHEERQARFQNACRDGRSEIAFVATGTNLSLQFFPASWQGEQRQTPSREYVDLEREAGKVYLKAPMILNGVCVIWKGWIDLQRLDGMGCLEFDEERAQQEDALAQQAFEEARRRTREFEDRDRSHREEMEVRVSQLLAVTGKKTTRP
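Interaction loss through any mechanism counts as activity. Pre-formed complex of His-CBF-beta and biotin-RUNX1 (30 nM apiece) is incubated with compound 15 min, then with 50 ng nickel and 50 ng streptavidin beads for 90 min before AlphaScreen detection.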
KinaseGlo FLuc: Counterscreen for Luciferase (Kinase-Glo TM) Inhibition. 200,000 compounds, 0.28% hits. Potency, µM (highest dose often 38.3 µM), for the others: at the highest dose activity change, negative = inhibition, most hits filed as inhibitors. Luciferin 4-monooxygenase (Photuris pensylvanica), Q27757. AID 1379, 2008. Kinase-Glo luciferase, ATP luminescence, 8 min; further: potency means the concentration at half of the fitted maximal effect; on the % scale 0 is the no-effect control and ±100 the full control effect; nearly all actives have a fitted effect of over 60% in size
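Compound is pinned into ATP-containing buffer (10 uM ATP, imidazole pH 7.2, 7 mM MgCl2). Kinase-Glo luciferase reagent is then added. Light output is recorded following an 8-min room-temperature incubation.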
aGal spleen mod: qHTS Assay for Inhibitors and Activators of Human alpha-Galactosidase From Spleen Homogenate; Alpha-galactosidase A (Homo sapiens), P06280; human spleen homogenate, 4MU-alpha-Gal fluorescence, 40 min; Potency, µM (doses to about 80 µM), for inactives: at the top dose activity change, negative = inhibition, most hits filed as inhibitors; 240,000 compounds, 0.008% hits;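 further: potency means the concentration at half of the fitted maximal effect; 0% = enzyme with vehicle and -100% = no enzyme basal signal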
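qHTS titration in buffer at pH 5.0. Alpha-galactosidase activity in spleen homogenate was measured via 4-methylumbelliferone release from 1 mM fluorogenic substrate after 40 min at 37C and a pH 10 stop. AC50 came from Hill fits of control-normalized data.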
* = called active by the depositor; ? = inconclusive; / = not tested or not shown; [ ] = remark or other dose. Unless noted, the call rests on the fitted dose curve; in most records, active means well fitted curve in the direction sought with a large enough effect; inconclusive means small, poorly fitted or top-dose-only effect, or another doubt; inactive means no such curve, though single readings can be large; an effect the other way counts as inactive or inconclusive. Not all compounds are listed (hit frequency here may not be typical).

SMILES	IMPase Li cell	NPSR antag	Epigenetic reg	LMNA splice mod	CBFb RUNX1 block	KinaseGlo FLuc	aGal spleen mod
Cc1nn(C)c(C)c1S(=O)(=O)N1CCC(C(=O)NC(C)c2ccccc2)CC1 (centres undefined)	3.5%	13.5%	0.0%	-9.5%	-0.4%	-0.5%	0.4%
OCCN(Cc1ccccc1)Cc1ccc(Cl)cc1	16.4%[38.3 µM]	-8.6%[46.1 µM]	-1.0%	2.3%	8.9%	12.4%	-1.6%
CCOC(=O)C(NC(=O)CC(C)C)(Nc1cc(C)on1)C(F)(F)F (centres undefined)	3.5%[38.3 µM]	1.1%[46.1 µM]	1.9%	0.5%	4.5%	-0.2%	3.0%
Cn1c(=O)c2c(ncn2CCNC2=NCCCCC2)n(C)c1=O	6.8%	28.1%	1.1%	?	-0.9%	-0.1%	6.1%
Cc1cc(C)n(-c2ccc(F)cc2CN2CCN(C3CCCC3)C(CCO)C2)n1 (centres undefined)	24.4%	-32.2%	1.2%	/	-0.2%	0.8%	4.6%
Oc1c(Cl)ccc(Cl)c1Cl	-25.7%	/	/	/	8.7%[21.7 µM]	/	3.8%
CCOc1ccc2[nH]c(C)c(CN3CCN(C)CC3)c(=O)c2c1	-1.0%[38.3 µM]	3.5%[46.1 µM]	2.0%	-2.2%	5.2%	0.2%	-12.1%
C1CC(CN2CCOCC2)CN(c2nc3nonc3nc2N2CCSCC2)C1 (centres undefined)	17.3%	0.7%	2.5%	/	0.2%	2.1%	4.7%
O=C(NC1CCCC1)C(c1ccncc1)N(CC1CCCO1)C(=O)Cn1nnc(-c2cccs2)n1 (centres undefined)	0.9%	-3.7%[46.1 µM]	0.0%	-3.3%	17.5%	0.3%	2.3%
C#CC[N+](C)(C)CC#Cc1ccc(C)cc1	-3.3%	4.3%	-2.2%	/	12.3%	-0.4%	-10.3%
Cc1cc(NC(=O)COC(=O)c2ccc(F)c(S(=O)(=O)N3CCOCC3)c2)no1	4.2%	11.6%[46.1 µM]	0.0%	-12.6%	8.3%	0.6%	-1.4%
Cc1ccc(CSc2nnc(CS(=O)Cc3ccc(Cl)cc3Cl)n2C)cc1 (centres undefined)	19.0%[38.3 µM]	?	0.6%	-18.5%	14.7%	3.9%	-1.2%
Cc1sc2ncnc(N3CCOCC3)c2c1C	24.2%[38.3 µM]	-1.5%[46.1 µM]	-1.0%	-13.4%	-0.2%	-3.4%	-1.9%
O=C(CSCc1ccccc1)N=Nc1c(O)[nH]c2ccccc12	2.3%	-12.0%	-1.1%	-19.6%	-10.7%	-0.4%	0.8%
Cc1cccc(N2C(=O)CS/C2=N\NC(=O)c2ccc(Cl)cc2)c1C	5.4%	-9.5%	-1.0%	3.4%	4.4%	2.4%	6.7%
NCCC[C@@H](CC(=O)N[C@@H]1CCNC[C@H]1C(=O)N[C@H](CC(=O)N[C@@H](CCC(=O)O)CC(=O)O)Cc1ccccc1)NC(=O)C[C@H](Cc1ccccc1)NC(=O)[C@@H]1CCCC[C@H]1N	3.5%	/	-1.6%	/	-0.1%	0.3%	-2.1%
CCCOCC1CC2(CC(C)(c3csc(N)n3)OC2=O)C(=O)O1 (centres undefined)	0.3%	2.3%	-1.0%	4.0%	4.3%	1.5%	15.7%
COc1ccc(N(CC(=O)Nc2cc(C)ccc2C)S(=O)(=O)c2c(C)nn(C)c2C)cc1	8.4%	-6.8%	1.0%	3.3%	4.2%	-1.2%	2.1%
Cc1nn(-c2ccccc2)c(Cl)c1/C=N/Nc1nc2ccccc2n1C	18.1%	-27.0%	3.9%	?	3.7%	-28.4%	0.6%
O=C(COc1cccnc1[N+](=O)[O-])Nc1ccccc1Sc1ccccc1	-0.5%	-0.1%	-1.1%	?	-6.2%	0.6%	3.4%

Entries above containing an aryl thioether with sulfur outside any ring:
SMILES	IMPase Li cell	NPSR antag	Epigenetic reg	LMNA splice mod	CBFb RUNX1 block	KinaseGlo FLuc	aGal spleen mod
Cc1ccc(CSc2nnc(CS(=O)Cc3ccc(Cl)cc3Cl)n2C)cc1 (centres undefined)	19.0%[38.3 µM]	?	0.6%	-18.5%	14.7%	3.9%	-1.2%
O=C(COc1cccnc1[N+](=O)[O-])Nc1ccccc1Sc1ccccc1	-0.5%	-0.1%	-1.1%	?	-6.2%	0.6%	3.4%

(cont.)
SMILES	IMPase Li cell	NPSR antag	Epigenetic reg	LMNA splice mod	CBFb RUNX1 block	KinaseGlo FLuc	aGal spleen mod
O=C(NCCN1CCc2ccccc2C1)C1CC(=O)N(C2CCCC2)C1 (centres undefined)	17.8%[38.3 µM]	-9.3%[46.1 µM]	-1.1%	12.2%	1.2%	-4.8%	-8.1%
O=C1C(C=Nc2ccc(F)cc2)=C(O)c2ccccc21	9.6%	1.7%	0.2%	5.9%[46 µM]	10.7%	?	4.4%
Cc1ccc(NCN2C(=O)C(=O)c3ccccc32)nc1	-1.9%	39.4%	2.3%	-13.1%	2.1%	-1.1%	8.6%
COc1cccc(CC2(CO)CCN(Cc3cnc(N4CCOCC4)s3)CC2)c1	5.7%	-8.2%	-1.1%	27.1%[46 µM]	12.5%	1.8%	8.3%
Cc1nnc2sc(-c3ccc(-c4ccc(Cl)c(C(F)(F)F)c4)o3)nn12	4.0%[38.3 µM]	-1.9%[46.1 µM]	-1.8%	?	-2.8%	-7.0%	15.6%
COc1ccccc1C(=O)Nc1ccc2nc(SCC(=O)N(C)C)sc2c1	-5.8%	-1.3%	14.3%	7.0%	10.8%	-4.3%	-1.7%
Cc1ccsc1C1Nc2ccccc2C(=O)N1O (centres undefined)	-3.4%	-2.3%	-0.9%	-0.5%	-2.0%	-3.5%	1.2%
CCCn1c2c(c(=N)c3c1CCC3)CCCC2	5.4%	9.8%	-0.9%	?	8.4%	-0.9%	15.1%
CN1CCN(/C(=N\S(=O)(=O)c2ccc(F)cc2)c2ccccc2)CC1	-5.5%[38.3 µM]	-2.1%[46.1 µM]	-0.7%	-1.6%	-0.4%	-0.4%	5.7%
Cc1ccc(OCC(=O)N/N=C/c2ccncc2)cc1C	/	-5.3%	0.0%	-0.8%[46 µM]	5.6%	/	-0.8%
Nn1c(SCC(=O)NC2CCCCC2)nnc1-c1ccccc1	-14.1%[38.3 µM]	5.5%[46.1 µM]	0.8%	2.5%	20.4%	1.4%	4.3%
S=C(N/N=C/c1ccccc1Cl)Nc1cccc(Cl)c1Cl	/	-48.7%	0.0%	/	4.6%	/	5.0%
CCOC(=O)c1c(CNc2ccncc2)n(C)c2cc(Br)c(O)cc12	20.6%	-21.3%	1.6%	/	3.5%	1.1%	-11.3%
Cc1ccccc1OCC(=O)NN1C(=O)C2C3C=CC(O3)C2C1=O (centres undefined)	9.5%	15.9%	1.1%	6.3%[46 µM]	-0.8%	-1.1%	2.7%
COC(=O)c1cc(C#N)c(OC(C)C)nc1C	-4.3%	5.5%	1.3%	?	-23.0%	-1.2%	-0.7%
COC(=O)c1cc(S(=O)(=O)Nc2nn(C)c3ccccc23)oc1C	/	-12.4%	2.1%	2.4%[46 µM]	9.4%	/	7.7%
CN1C(=O)/C(=C\c2ccco2)N=C1c1ccc(Cl)cc1Cl	/	2.3%	-1.0%	/	1.5%	/	-1.0%
CCN1CCN(C(=S)c2ccc(SC)cc2)CC1	-5.0%[38.3 µM]	-2.4%[46.1 µM]	0.1%	-4.9%	-2.7%	-6.2%	-1.9%
COc1cc(C(=O)N/N=C/c2ccccn2)cc(OC)c1OC	-3.5%	11.3%	0.9%	24.2%[46 µM]	-18.6%	-1.9%	1.2%
[O-][n+]1onc2c1CCc1nnccc1-2	9.5%[38.3 µM]	-1.3%[46.1 µM]	2.4%	15.1%	0.3%	-0.8%	1.9%
O=C(CN1CCN(S(=O)(=O)c2ccc(F)cc2)CC1)Nc1ccccc1F	1.3%[38.3 µM]	-13.7%[46.1 µM]	0.0%	?	-0.5%	-4.9%	-4.5%
COc1ccc(C(=O)C(C)OC(=O)c2cccc(S(=O)(=O)Nc3cc(Cl)c(OC)cc3OC)c2)cc1 (centres undefined)	5.3%	10.0%	-1.8%	?	-5.5%	1.6%	-14.1%
Cc1nc2sc(C(N)=O)c(N)c2c(C)c1CC(=O)c1ccccc1	-6.3%	-3.3%	-2.2%	/	-5.3%	1.0%	-12.9%
COC(=O)[C@@H]1[C@@H](C)N(CCc2cc(OC)c(OC)c(OC)c2)C(=O)N[C@H]1c1ccccc1	7.0%	/	/	?	-12.1%[13.1 µM]	-3.9%[7.66 µM]	0.9%[17.5 µM]
CC(=O)Nc1ccc(S(=O)(=O)NNC(=O)c2cccc3ccccc23)cc1	20.0%[38.3 µM]	-9.8%[46.1 µM]	0.1%	-1.2%	2.8%	-5.2%	4.6%
O=C(COc1ncnc2ccccc12)Nc1cccc(S(=O)(=O)N2CCOCC2)c1	-0.4%	-0.9%[46.1 µM]	0.0%	-2.2%	2.2%	1.7%	1.9%
Cc1c(/C=N/N=C2\CCC3C4CCc5cc(O)ccc5C4CCC23C)cnn1C (centres undefined)	22.1%[38.3 µM]	-12.7%[46.1 µM]	9.5%	6.6%	-1.1%	-5.4%	-0.8%
Cn1cnnc1SCC(=O)Nc1ccccc1Sc1ccccc1	-6.8%[38.3 µM]	11.8%[7.67 µM]	-2.8%	5.1%	-3.6%	0.1%	4.8%

Taken from above (3 entries):
SMILES	IMPase Li cell	NPSR antag	Epigenetic reg	LMNA splice mod	CBFb RUNX1 block	KinaseGlo FLuc	aGal spleen mod
O=C(CN1CCN(S(=O)(=O)c2ccc(F)cc2)CC1)Nc1ccccc1F	1.3%[38.3 µM]	-13.7%[46.1 µM]	0.0%	?	-0.5%	-4.9%	-4.5%
COc1ccc(C(=O)C(C)OC(=O)c2cccc(S(=O)(=O)Nc3cc(Cl)c(OC)cc3OC)c2)cc1 (centres undefined)	5.3%	10.0%	-1.8%	?	-5.5%	1.6%	-14.1%
Cc1nc2sc(C(N)=O)c(N)c2c(C)c1CC(=O)c1ccccc1	-6.3%	-3.3%	-2.2%	/	-5.3%	1.0%	-12.9%
